Compound activity deposited in PubChem BioAssay by The Scripps Research Institute Molecular Screening Center.
LEDGF integ inh: blockers of LEDGF/p75-dependent integrase strand transfer – biochemical, TR-FRET, high throughput, primary screen | TR-FRET IN-LEDGF/p75 DNA integration, Eu/Cy5 | HIV-1 integrase (with human LEDGF/p75) | inhibition, % at 3.7 µM | AID 743269, 2014 | 0.64% of 370,000 active;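 active means inhibition above the screen-wide mean plus 3 SD, cut at about 13% in these data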;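 further: signal is the Cy5 over europium emission ratio at 671 and 618 nm; 0% = plate median of compound wells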
proKLK7 act: proKLK7 zymogen activators, primary screen, biochemical, fluorescence intensity; Kallikrein-7 (Homo sapiens), P49862; purified proKLK7, EDANS-DABCYL substrate fluorescence; 100% is mature enzyme control, 0% vehicle; activation, % at 7 µM; 0.9% of 370,000 active; AID 652039, 2013;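 active means activation above the mean of all tested compounds plus 3 SD, computed per campaign excluding outliers beyond control limits, cut at about 13% in these data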
Target sequence (P49862 whole entry, looked up): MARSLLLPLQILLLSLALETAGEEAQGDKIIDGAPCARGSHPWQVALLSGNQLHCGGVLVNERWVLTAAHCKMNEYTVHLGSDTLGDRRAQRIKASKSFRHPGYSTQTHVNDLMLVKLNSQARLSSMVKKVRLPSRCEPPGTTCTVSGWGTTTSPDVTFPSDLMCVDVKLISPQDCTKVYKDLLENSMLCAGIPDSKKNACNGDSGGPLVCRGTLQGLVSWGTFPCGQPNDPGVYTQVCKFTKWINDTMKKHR
TDP2 inh: human TDP2 enzyme inhibitors, primary screen, biochemical, epi absorbance, recombinant enzyme; Tyrosyl-DNA phosphodiesterase 2 (Homo sapiens), O95551; T5PNP hydrolysis, p-nitrophenol absorbance 415 nm; inhibition, % at 12.8 µM; 0.34% of 370,000 active; AID 720702, 2013;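 active means inhibition above the mean of all tested compounds plus 3 SD, set per campaign, cut at about 25% in these data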;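 further: 0% = DMSO with enzyme and 100% = buffer with substrate but no TDP2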
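System – recombinant human TDP2 · Quantity – TDP2 enzyme at 120 nM final · Doses – single concentration, 12.8 µM nominal, with 1% DMSO · Incubation – 2 h at 37 °C · Measured by – epi absorbance of p-nitrophenol freed from T5PNP by hydrolysis · Read-out – % inhibition relative to enzyme-containing and enzyme-free wells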
Tn7 DDE FP: inhibitors of Tn7 peptide binding to fibrin DD(E), primary screen, biochemical, fluorescence polarization, human fibrin, Tn7 probe. Fibrinogen beta chain (Homo sapiens), P02675. FP displacement of FITC-Tn7 peptide from fibrin DD(E); 0% = median of compound wells per plate. inhibition, % at 8.3 µM. 0.13% of 370,000 active. AID 720508, 2013;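 active means inhibition above the mean of compounds falling within the control limits plus 3 SD of them, cut at about 14% in these data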;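 further: 0% = plate median of compound wells and 100% = 10 µM Aha-Tn7 peptide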
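System: human fibrin DD(E); quantity: Fibrin-DD(E) at 2 µM final; also added: fluorescent Tn7 probe at 0.1 µM; compound dosing: single nominal test concentration of 8.3 µM per compound; schedule: 10 min preincubation, 3 h with tracer, room temperature; detection: fluorescence polarization of the labelled Tn7 tracer; repeats: one replicate per compound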
PLC-gamma1 inh: PLC-gamma1 enzyme inhibitors, primary screen, biochemical, fluorescence, purified enzyme | 1-phosphatidylinositol 4,5-bisphosphate phosphodiesterase gamma-1 (Homo sapiens), P19174 | inhibition, % at 12.2 µM | 0.84% of 370,000 active | fluorogenic substrate; in the data active means inhibition above about 9.5%
DDE Tn6 FP inh: inhibitors of Tn6 peptide binding to fibrin DD(E), primary screen, biochemical, fluorescence polarization, human fibrin, Tn6 probe; Fibrinogen beta chain (Homo sapiens), P02675; Fibrin DD(E) TRITC-Tn6 fluorescence polarization displacement; inhibition, % at 8.3 µM; 0.21% of 370,000 active; AID 720509, 2013;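 active means inhibition above a per-campaign cutoff: mean of compounds within control limits plus 3 SD, cut at about 15% in these data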;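 further: 0% = median of all compound wells on the plate and 100% = blocking peptide control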
ASAP1 inh: inhibitors of human ASAP1 ArfGAP activity, primary screen, biochemical, fluorescence polarization. ASAP1-stimulated ARF1 GTP hydrolysis, GDP FP detection. inhibition, % at 16.5 µM. 0.19% of 360,000 active. AID 624377, 2012; in the data active means inhibition above about 25%;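 further: 0% = vehicle with enzyme and substrate and 100% = no enzyme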
ADAM17 inh: ADAM17 inhibitors, primary screen, biochemical, QFRET; inhibition, % at 6.95 µM; Disintegrin and metalloproteinase domain-containing protein 17 (Homo sapiens), P78536; 0.83% of 370,000 active; recombinant ADAM17, EDANS/DABCYL FRET peptide cleavage; AID 720648, 2013;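 active means inhibition above the mean of compounds lying between control limits plus 3 SD, set per campaign, cut at about 8.5% in these data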;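 further: 0% = DMSO-only wells as the low control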
ADAM10 inh: human ADAM10 inhibitors, primary screen, biochemical, QFRET, HTS; Disintegrin and metalloproteinase domain-containing protein 10 (Homo sapiens), O14672; recombinant ADAM10, EDANS/DABCYL FRET peptide cleavage, 3 h; inhibition, % at 7 µM; 0.62% of 370,000 active; AID 720582, 2013;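 active means inhibition above a per-campaign cutoff equal to the mean of compounds falling between control-based bounds plus 3 SD, cut at about 20% in these data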;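 further: 0% = DMSO wells while the 100% control is not disclosed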
Target sequence (O14672 214-748 limits assumed): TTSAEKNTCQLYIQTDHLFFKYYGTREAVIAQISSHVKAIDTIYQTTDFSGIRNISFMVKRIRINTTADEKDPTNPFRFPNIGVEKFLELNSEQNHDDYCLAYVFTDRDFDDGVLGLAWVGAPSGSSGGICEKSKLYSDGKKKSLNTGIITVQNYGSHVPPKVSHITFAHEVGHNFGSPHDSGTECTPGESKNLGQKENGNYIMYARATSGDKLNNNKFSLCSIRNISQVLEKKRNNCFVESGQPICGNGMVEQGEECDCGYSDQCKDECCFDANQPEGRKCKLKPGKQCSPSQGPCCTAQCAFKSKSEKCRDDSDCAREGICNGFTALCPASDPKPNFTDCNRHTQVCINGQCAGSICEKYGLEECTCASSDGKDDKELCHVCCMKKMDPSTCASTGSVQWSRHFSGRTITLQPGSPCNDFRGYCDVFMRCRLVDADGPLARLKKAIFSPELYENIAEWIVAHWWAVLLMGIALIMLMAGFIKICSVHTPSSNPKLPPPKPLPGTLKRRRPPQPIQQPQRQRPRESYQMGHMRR
ARFGAP1 inh: inhibitors of rat ARFGAP1 GAP activity, primary screen, biochemical, fluorescence polarization, GDP tracer; ADP-ribosylation factor GTPase-activating protein 1 (Rattus norvegicus), Q62848; Arfgap1-stimulated ARF1 GTP hydrolysis, GDP FP detection; inhibition, % at 16.5 µM; 0.26% of 360,000 active; AID 651572, 2012;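 active means inhibition above a per-plate limit, mean inhibition of low control wells plus 3 SD, cut at about 25% in these data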;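 further: 0% = DMSO wells with enzyme and 100% = wells lacking Arfgap1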
Target sequence (Q62848 1-136 limits assumed): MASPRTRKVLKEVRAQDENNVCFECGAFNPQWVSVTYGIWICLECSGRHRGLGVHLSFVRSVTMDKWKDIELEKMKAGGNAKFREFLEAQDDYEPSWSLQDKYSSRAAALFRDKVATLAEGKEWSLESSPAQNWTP
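Material: rat Arfgap1 GAP domain (His6, aa 1-136), purified enzyme. Also added: human ARF1(Δ1-17)-GTP substrate. Compound dosing: 16.5 µM single point, 1.26% DMSO. Timing: enzyme reaction 120 min at 25 °C after 20 min preincubation. Signal: GDP detection by fluorescence polarization. Read-out basis: percent inhibition of GAP-stimulated GDP formation, scaled between DMSO and no-Arfgap1 medians.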
* marks the source's active call; other numbers are inactive results; / = not tested or not shown.

nr | TDP2 inh | Tn7 DDE FP | DDE Tn6 FP inh | proKLK7 act | LEDGF integ inh | PLC-gamma1 inh | ASAP1 inh | ADAM17 inh | ARFGAP1 inh | structure | ADAM10 inh
1 | -14 | -5 | -2 | 0.4 | 9 | 8 | 9 | 6 | 8 | Cc1cc(N2Cc3ccccc3C2)ccc1C=O | 9
2 | -2 | 4 | 1 | 0.1 | 5 | 3 | 0 | -3 | 7 | COc1ccc2c(C)cc(SCC(=O)NCC3CCCO3)nc2c1 (configuration not stated) | -30
3 | -7 | -3 | 5 | 0.0 | -6 | -4 | -8 | -2 | -3 | O=C(NCc1ccco1)N1c2ccccc2Sc2ccccc21 | -12
4 | -10 | 2 | -10 | 0.8 | -2 | -3 | 25 | 7 | 3 | O=C(CC1SC(=Nc2ccccc2)N(Cc2ccccn2)C1=O)Nc1ccc(Br)cc1 (configuration not stated) | 22*
5 | 8 | 7 | -3 | 0.3 | 1 | 0 | -8 | 0 | -10 | COc1ccc(CN2C[C@@H](CO)O[C@@H](n3cnc4c(N(C)C)ncnc43)C2)cc1 | -3
6 | 5 | -6 | -12 | -32 | 2 | -137 | -6 | -87 | 30* | Cc1ccc(-n2nc3ccc(NC(=O)c4ccco4)cc3n2)cc1 | -225
7 | -9 | 0 | 3 | -0.7 | -1 | 3 | 9 | -3 | 12 | O=c1[nH]cnc2ccc([N+](=O)[O-])cc12 | -10
8 | -3 | -4 | -2 | -0.5 | -3 | 1 | -4 | 1 | -16 | O=C(C[C@@H]1C/C=C\CCC(=O)OC[C@@H]2CCCN2C1=O)N[C@H](CO)Cc1ccccc1 | 11
9 | -9 | -5 | -4 | -0.5 | 0 | 7 | -1 | -4 | 1 | COc1ccc(-n2c(=S)[nH]c3cc(C(=O)NCc4ccco4)ccc3c2=O)c(OC)c1 | 11
10 | 5 | -5 | 1 | 0.3 | -1 | 2 | -8 | -1 | -7 | O=C(COC(=O)c1ccccc1[N+](=O)[O-])c1ccc(C2CCCCC2)cc1 | 3
11 | 3 | -4 | 4 | 0.0 | 2 | 5 | 16 | -2 | 15 | Cc1ccc(S(=O)(=O)NCC(=O)OCN2C(=O)c3ccccc3C2=O)cc1 | 0
12 | -2 | 3 | -6 | 1.0 | 1 | -13 | 4 | -21 | -2 | CCc1nnc(NC(=O)c2ccc(NS(=O)(=O)c3ccccc3)cc2)s1 | -69
13 | 1 | 3 | -4 | 0.1 | 0 | 10* | -8 | 6 | 1 | C#CCn1c(S(=O)(=O)Cc2ccc(C)cc2)nc(-c2ccccc2)c1-c1ccccc1 | 23*
14 | -3 | -2 | 11 | 0.1 | 3 | 3 | 0 | 1 | 9 | CCN(C(=O)CCN1C(=O)/C(=C/c2ccccc2)SC1=S)C1CCS(=O)(=O)C1 (configuration not stated) | -3
15 | -1 | 5 | 9 | 0.2 | 1 | -1 | 1 | -2 | -5 | Cc1ccc(NC(=O)CSc2ncc3ccccn23)cc1 | 0
16 | 7 | -3 | -8 | -0.7 | 4 | -3 | 11 | -5 | -8 | CC1Cc2ccccc2N1C(=O)CCN1C(=O)C2C3C=CC(C3)C2C1=O (configuration not stated) | -5
17 | 0 | -4 | -3 | 0.6 | -2 | 6 | 12 | 1 | 4 | O=C(NC1CCN(Cc2ccccc2)CC1)c1cccc(S(=O)(=O)Nc2ccc(SC(F)F)cc2)c1 | -2
18 | 3 | -5 | 1 | 3.5 | 3 | -98 | -20 | -36 | 5 | c1cnc2ccc(-c3ccc4ncccc4c3)cc2c1 | -92
19 | 6 | -5 | 2 | 0.5 | -3 | 0 | -1 | -1 | 3 | Cc1ccc(-c2nnc(-c3ccccc3Br)o2)cc1 | 5
20 | 7 | -5 | 2 | 0.3 | 3 | 3 | -23 | 1 | 3 | O=C(COc1ccc(S(=O)(=O)NCc2ccccc2)cc1Cl)NCc1ccncc1 | 4
21 | 5 | 6 | -7 | 0.1 | -3 | -1 | 8 | -2 | -4 | CCOC(=O)[C@]12CCC=C1N(Cc1ccc(Cl)cc1Cl)C(=O)[C@H](CC(=O)NCCCOC)C2 | -24
22 | -2 | 8 | -5 | 0.0 | -3 | -2 | 4 | -6 | 2 | Cc1ccc(-c2csc(NC(=O)CCNC(=O)c3ccco3)n2)cc1 | -11
23 | 2 | -3 | -2 | 0.0 | -1 | -3 | 2 | -1 | 5 | CN(Cc1ccc(Cl)cc1)C(=O)c1[nH]c(C(F)(F)F)nc1-c1ccccc1 | -10
24 | 6 | 5 | 7 | 0.4 | 1 | 3 | -10 | 2 | 7 | NC(=O)c1ccsc1NC(=O)c1cc(=O)c2ccccc2o1 | 2
25 | 3 | 4 | 4 | -0.1 | -1 | 0 | 0 | -2 | -3 | CC1(C)COC(/C=C/c2ccc([N+](=O)[O-])cc2)=N1 | -6
26 | -3 | 0 | -1 | 0.6 | 3 | 3 | -1 | 0 | 17 | Cc1ccc2c(C)c(C(=O)N3CCC(N4CCC(C(=O)NC5CC5)CC4)CC3)oc2c1 | 3
27 | 7 | 8 | 7 | -1.5 | -5 | -2 | -16 | -7 | -8 | CCCC(=O)N1CCC1(C)C(=O)Nc1ccc2c(c1)CCN2C(C)=O (configuration not stated) | -13
28 | 0 | 1 | 0 | 0.0 | 0 | -1 | 9 | -4 | 2 | Cc1nc(C(=O)O)sc1C1(C)CC(c2cccc([N+](=O)[O-])c2)=NO1 (configuration not stated) | 0
29 | -1 | 1 | 6 | -0.6 | 1 | 3 | -7 | -1 | -8 | CCOCCCNC(=O)c1cccc(OC2CCN(S(C)(=O)=O)CC2)c1 | -4
30 | -5 | -2 | -9 | 0.7 | -1 | 0 | / | 2 | / | O=C(CSc1nnc(-c2cccnc2)n1-c1ccc(Cl)cc1)Nc1ccccc1-c1ccccc1 | 6
31 | -8 | 0 | 5 | 0.0 | 1 | -30 | 3 | 0 | -2 | O=C(CN1CCN(c2ncccn2)CC1)N1CCCc2c1c(=O)oc1ccc(O)cc21 | 16
32 | 0 | 1 | 0 | 0.1 | -4 | -1 | / | -7 | / | O=C(OCc1cn(Cc2ccc(F)cc2F)nn1)N1CCOCC1 | -3
33 | -12 | 0 | -16 | -0.1 | 6 | -1 | -1 | -6 | -8 | CCN1C(=O)C2C(c3cccc(F)c3)NC(CC)(C(=O)OC)C2C1=O (configuration not stated) | -7
34 | 4 | 2 | -7 | -0.3 | 1 | 1 | 8 | -2 | 4 | COc1ccc(N2CCN(C(CNC(=O)C(=O)NCCc3c[nH]c4ccccc34)c3ccco3)CC2)cc1 (configuration not stated) | 3
35 | -13 | 8 | -6 | -0.3 | 1 | 1 | -3 | -5 | 4 | CC1CCCC=CC2CC(OC(=O)CN(C)C)CC2C(O)C=CC(=O)O1 (configuration not stated) | 1
36 | 11 | 4 | -2 | 0.4 | -3 | 3 | -5 | 0 | 12 | COC(=O)c1nn(-c2ccccc2)c(-c2ccccc2)c1C(=O)c1ccccc1 | 9
37 | 5 | -2 | -3 | 0.1 | -1 | 2 | 0 | -1 | -2 | CC(=NNC(=O)c1cc(C)oc1C)c1ccc(Br)s1 | -11
38 | -12 | 0 | 2 | 3.0 | 0 | -37 | 3 | -8 | -2 | Cc1ccc(S(=O)(=O)/C(C#N)=C/c2c(N3CCN(C)CC3)nc3ccccn3c2=O)cc1 | -28
39 | -18 | -2 | -1 | -0.1 | 5 | 10* | -6 | 3 | 14 | Cc1ccc(N(C(=O)CCC(=O)Nc2cc(C)on2)C(C(=O)NC2CCCC2)c2ccncc2)cc1 (configuration not stated) | 11
40 | 4 | 5 | 8 | -0.5 | 1 | 1 | -3 | -3 | -16 | O=C(Nc1ccc2c(c1)OCCO2)C1CCN(C(=O)c2ccc([N+](=O)[O-])cc2)CC1 | -1
41 | 16 | -4 | 0 | 0.4 | -2 | -2 | -5 | -3 | 1 | c1ccc(-n2ncc3c(N4CCN(c5ccccn5)CC4)nc(N4CCCCCC4)nc32)cc1 | -1
42 | 1 | 0 | 3 | 0.1 | -1 | 4 | 4 | -1 | 4 | COC(=O)C1=C(C)N(CCCC(=O)O)C(=O)NC1c1ccc([N+](=O)[O-])cc1 (configuration not stated) | 4
43 | 0 | 2 | 2 | 0.2 | 1 | -3 | -13 | -7 | 12 | O=C(c1cccs1)N1CCN(c2nc3ccccc3s2)CC1 | 0
44 | -4 | 2 | -2 | -0.3 | -2 | 3 | 0 | 2 | 0 | CCN(C[C@H]1N[C@@](CC)(C(=O)OC)[C@H]2C(=O)N(C)C(=O)[C@@H]12)C(=O)c1ccc(F)cc1 | -6
45 | 4 | 5 | -6 | -0.7 | -5 | 1 | 1 | -3 | 13 | CCc1ncc(C(O)c2ccc(Cl)cc2)n1Cc1ccccc1 (configuration not stated) | -17
46 | -6 | -2 | -12 | 0.2 | 7 | 3 | -6 | -2 | -7 | C=CCOc1ccccc1CN1CCC(CO)(CCOc2ccccc2)CC1 | -4
47 | 5 | 2 | 3 | 0.0 | 6 | 3 | -8 | 0 | 1 | COc1ccc(S(N)(=O)=O)cc1C(=O)N1CCCC1 | 1
48 | 16 | -4 | -6 | 0.4 | 1 | 1 | -3 | -2 | -9 | CN(C)C(=O)c1cc(C(=O)c2ccccc2)c[nH]1 | 6
49 | -9 | -7 | -2 | 1.9 | -2 | -20 | / | -7 | / | CCOC(=O)Cc1nc(N2CCCN(C(C)=O)CC2)c2c(C)c(C(=O)OCC)sc2n1 | -40
50 | -7 | -3 | 13 | -0.6 | 1 | 1 | 7 | -5 | 2 | COc1ccc(S(=O)(=O)N2CCCC2C(=O)Nn2cnnc2)cc1 (configuration not stated) | -8
51 | 10 | 6 | 9 | -0.2 | 1 | 2 | -13 | -2 | 3 | COc1cccc(CN(CC(=O)NCc2ccco2)C(=O)CNS(=O)(=O)c2ccccc2)c1 | 7
